High-throughput results (PubChem)
iPSC survival up: increases survival of single human iPS cells | hiPSC single-cell survival, ATPlite luminescence; 100% = ROCK inhibitor wells, 0% = DMSO | survival enhancement, % at 20 µM | 0.044% of 360,000 active | AID 602274; in the data active = survival enhancement above about 18%;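 also: cells exposed to compounds for 16 hours before the ATP read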
ABHD5-PLIN5 inh: blocks binding of human ABHD5 to perilipin-5; Q00G26+Q8WTS1; Split G. princeps luciferase complementation, luminescence, 4 h; inhibition, % at 4 µM; 0.78% of 360,000 active; AID 602281;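 active = inhibition above the mean inhibition across every tested compound plus 3 SD, cut at about 22% in these data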;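 also: 0% = DMSO only wells and the 100% control is not disclosed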
m5-HT2A agonist: agonists of mouse serotonin 5-HT2A receptor (HTR2A). activation, % at 7.6 µM. CHO-K1 mHTR2A beta-arrestin complementation, luminescence; percent of 30 µM serotonin response. 0.66% of 360,000 active;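 active = activation above a run cutoff, the mean activation of all tested compounds plus 3 SD, cut at about 14% in these data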;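 also: 0% = plate median of compound wells and 100% = 30 µM serotonin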
MC4R ag barr: activates human MC4R beta-arrestin recruitment; P32245; U2OS MC4R beta-arrestin complementation, luminescence; percent of melanotan II response, DMSO zero; activation, % at 8.9 µM; 0.98% of 360,000 active; AID 540308;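 active = activation above a per-plate cutoff, the mean activation of sample wells on that plate plus 3 SD, cut at about 8% in these data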
MC4R antag cAMP: blocks human MC4R cAMP signaling | MC4R-expressing cells, MTII-stimulated cAMP, LANCE TR-FRET | inhibition, % at 6.5 µM | 0.48% of 360,000 active;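 active = inhibition above its plate's cutoff, the mean of tested wells on that plate plus 3 SD, cut at about 29% in these data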;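 also: 0% = Melanotan II alone and 100% = Melanotan II plus saturating MCL0020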
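Assay system: U2OS cells stably expressing human melanocortin 4 receptor (MC4R) / Dosing: 6.5 µM / Timing: compound 30 min, challenge 1 h, detection 1 h / Measured by: Eu-cAMP/anti-cAMP TR-FRET, emission 671 nm / Replicates: singlicate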
N-glyco inh: N-linked glycosylation inhibition; D54 ERlucT glycosylation luciferase reporter, 24 h; percent of 100 nM tunicamycin response; reporter increase, % at 12.5 µM; 0.23% of 360,000 active;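 active = mean luciferase reporter signal, scaled so untreated is 0 and the glycosylation-blocking control 100, at or above a set limit in every replicate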;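 also: luciferase carries N-glycosylation sites so blocking glycosylation raises the light; 0% = median of neutral control wells and 100% = median of 100 nM tunicamycin wells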
Cardio protect: modulators protecting cardiomyocytes from myocardial damage; H9c2 cardiomyocytes, H2O2 injury protection, ATPLite, 2 h; protection from H2O2 cell death, % at 20 µM; 0.63% of 360,000 active; AID 588492;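 active = compounds giving at least 50% protection of heart cells from peroxide-induced death in the single-dose screen, raw or plate-pattern-corrected value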;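 also: 0% = DMSO wells with peroxide and 100% = DMSO wells without peroxide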
Granule exo inh: blocks lytic granule exocytosis; TALL-104 LAMP-1 surface exposure, flow cytometry; cells stimulated with thapsigargin and PMA; inhibition, % at 10 µM; 0.66% of 360,000 active; AID 651702;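 active = inhibition above about 55%, limit read from the data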
aDG glyco act: increases alpha dystroglycan glycosylation; Pro5-aDG cells, alpha-DG glycosylation AlphaScreen (IIH6); 0% Pro5, 100% B10-LARGE cell signal; activation, % at 10 µM; 0.22% of 360,000 active;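 active = activation of at least 8% versus controls, or a plate z-score of at least 8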;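 also: Pro5 are CHO cells carrying HIG-tagged alpha-DG that lacks glycosylation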
ABCB6 inh 2: human ABCB6 transporter inhibition | fluorescence ratio to DMSO, % at 10 µM | Q9NP58 | K562-ABCB6 porphyrin accumulation, flow cytometry, 1 h; stronger effect = lower value | 0.19% of 360,000 active | AID 602162;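 active = fluorescence ratio to DMSO below 75%, the collection mean minus 3 SD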;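 also: signal is porphyrin accumulated inside mitochondria; 100% equals median channel fluorescence of DMSO control wells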
Target sequence (Q9NP58 whole entry, looked up): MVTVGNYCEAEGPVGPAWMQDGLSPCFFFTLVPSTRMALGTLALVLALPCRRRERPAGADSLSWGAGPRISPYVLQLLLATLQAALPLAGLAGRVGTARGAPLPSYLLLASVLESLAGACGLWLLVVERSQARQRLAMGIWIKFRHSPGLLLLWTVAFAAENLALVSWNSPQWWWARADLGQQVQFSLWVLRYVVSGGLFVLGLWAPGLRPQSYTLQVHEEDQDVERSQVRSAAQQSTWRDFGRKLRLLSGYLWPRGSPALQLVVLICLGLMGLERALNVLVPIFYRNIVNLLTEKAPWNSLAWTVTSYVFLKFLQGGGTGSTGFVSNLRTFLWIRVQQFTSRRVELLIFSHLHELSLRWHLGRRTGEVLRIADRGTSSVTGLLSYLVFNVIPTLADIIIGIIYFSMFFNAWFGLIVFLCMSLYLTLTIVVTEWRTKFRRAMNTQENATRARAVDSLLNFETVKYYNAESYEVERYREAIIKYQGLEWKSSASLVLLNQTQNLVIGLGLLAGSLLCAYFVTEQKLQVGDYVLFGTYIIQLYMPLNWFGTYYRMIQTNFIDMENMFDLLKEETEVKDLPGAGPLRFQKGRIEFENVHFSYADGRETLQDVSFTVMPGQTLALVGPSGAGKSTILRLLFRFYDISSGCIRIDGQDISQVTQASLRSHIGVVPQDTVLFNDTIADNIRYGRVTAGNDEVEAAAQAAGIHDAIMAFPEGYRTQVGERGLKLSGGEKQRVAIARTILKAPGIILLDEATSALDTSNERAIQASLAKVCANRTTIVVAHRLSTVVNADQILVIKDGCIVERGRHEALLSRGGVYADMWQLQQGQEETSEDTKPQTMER
Numbers without * were called inactive; x = no result given.

SMILES	ABCB6 inh 2	MC4R ag barr	Granule exo inh	ABHD5-PLIN5 inh	iPSC survival up	aDG glyco act	m5-HT2A agonist	Cardio protect	MC4R antag cAMP	N-glyco inh
Cc1ccc(OCC(=O)NCCNC(=O)COc2ccc(C)cc2)cc1	100	2.1	7	-11	1.3	0.0	0	-5	22	1
COc1ccc(Cl)cc1S(=O)(=O)N1CCC(C(=O)NCc2ccco2)CC1	97	-2.2	-5	3	-0.3	-0.3	6	-2	3	0
CCOC(=O)c1cnc2ccc(OC)cc2c1NCc1ccccc1	100	0.1	-2	-11	-0.2	0.0	3	-6	4	1
COc1cc(CC(=O)OCC(=O)Nc2ccc(S(=O)(=O)N3CCCC3)cc2)cc(OC)c1OC	86	2.4	7	0	-3.2	0.0	-4	12	-2	2
COC(=O)c1ccc(C(=O)NCCCCO)cc1	97	-2.5	-1	5	1.0	-0.3	-1	-2	17	0
COc1ccc(-c2nn(CCC(=O)O)cc2/C=C/C(=O)O)cc1[N+](=O)[O-]	99	-0.8	3	2	1.6	0.0	2	3	-3	-2
COc1ccc(OC)c(C2c3[nH]c4ccccc4c3C[C@H]3C(=O)N(CCCOC(C)C)CC(=O)N23)c1 (stereo partly drawn)	97	0.7	2	4	1.1	0.1	-3	-3	0	-1
CC(=O)N/C(N)=N/c1nc2cc(C)ccc2o1	93	0.1	-19	-6	-0.7	0.0	2	-8	12	-6
CCCCn1c(C2CCCCC2)nc2cc3[nH]c(=O)c(C(C)C)nc3cc21	107	4.2	-1	-13	2.0	0.3	-2	6	5	3
CCCOC1CCCN(C(=O)c2ccc3oc(C(C)C)nc3c2)C1 (stereo not drawn)	90	-2.6	-16	-3	-0.5	0.4	2	7	7	0
CCn1c(CCNC(=O)c2ccco2)nc2ccccc21	99	0.2	-1	-12	-0.2	-0.1	-3	9	-1	-1
CCCCC(CC)C(=O)Oc1ccc(O)c(C(C)(C)C)c1 (stereo not drawn)	96	5.7	24	-11	-1.3	0.8	3	-16	-10	-2
CCOC(=O)c1ccc(Oc2cc(C)nc(SC)n2)cc1	91	-0.1	-3	-3	8.8	-0.2	6	-3	-5	17
Cc1ccc(NC(=O)C2CC(=O)n3ncnc3N2)cc1 (stereo not drawn)	102	-1.5	8	0	-1.1	0.2	-2	3	14	2
CCOC(=S)SCC(=O)N1CCc2ccccc2C1C1C(=O)CCCC1=O (stereo not drawn)	92	1.6	2	2	-1.0	-0.1	0	-4	1	-1
CCN1CCN(C2=C(Cl)C(=O)N(Cc3ccccc3)C2=O)CC1	102	2.7	2	-1	-2.3	-0.1	5	1	0	-8
CC(C)(C)NC(=O)C(CCc1ccccc1)n1c(=O)c(-c2cc3ccccc3[nH]2)nc2ccccc21 (stereo not drawn)	x	x	16	-12	x	2.3	-3	x	x	x
CCc1nc2ccc(C(=O)Nc3cccc(OCC(=O)N(C)C)c3)cn2c1N(C)Cc1ccc(N(C)C)cc1	94	0.3	9	1	-1.7	-0.3	-1	21	9	-3
C=COC(=O)NC1CCc2cc(OC)c(OC)c(OC)c2-c2ccc(SC)c(=O)cc21 (stereo not drawn)	101	-0.7	-8	-2	1.0	-0.3	1	0	-24	12
CC(C)CNC(=S)NC1CCCC1	94	-1.3	-2	3	-1.8	0.0	1	-6	7	2
CCOC(=O)CCCN1CC(O)=C(c2nc(-c3ccc(Cl)cc3)cs2)C1=N	99	23*	-2	2	0.0	-0.3	-1	1	0	5
COc1ccc(-n2c(C)cc(C(=O)CN3C(=O)c4ccccc4C3=O)c2C)cc1	97	0.1	1	-4	1.9	0.8	3	-2	1	-5
Cc1ccccc1NC(=O)CCOc1ccccc1	94	-1.6	7	-5	0.7	0.1	4	-4	5	2
C[C@@H]1CN([C@@H](C)CO)C(=O)c2cc(Br)cnc2O[C@H]1CN(C)C(=O)Nc1ccccc1	100	-0.9	-1	-7	1.1	-0.1	-2	4	2	2
CCC1=C(OC(=O)N(CC)CC)N2C(=O)OC(=NCCOC)[C@]2(Cc2ccccc2)[C@H]2C1=CC[C@H]1C(=O)NC(=O)[C@H]12	101	0.0	-4	5	-1.3	0.3	-3	2	11	3
O=C(c1cccc(Br)c1)N1CCN(S(=O)(=O)N2CCOCC2)CC1	101	-1.0	0	-1	-3.2	0.1	-4	-1	7	0
O=C(Nc1ccccc1)N1CCSc2ccccc21	101	-1.1	-1	0	-0.6	0.1	-3	1	7	1
COc1ccc(S(=O)(=O)Nc2cccc3c2O[C@H](CN(C)CC2CCCCC2)[C@@H](C)CN([C@H](C)CO)C3=O)cc1	96	-1.7	3	-2	-1.6	0.2	3	7	1	3
CCCc1cc(=O)[nH]c(SCc2cccc(C)c2)n1	98	4.1	-1	0	-1.5	-0.1	-6	2	4	1
Cc1cccc(-n2ncc3c(N(C)C4CCCCC4)ncnc32)c1	95	0.9	-1	-2	-1.5	0.6	-1	-33	-7	-19
CC(=O)Nc1c(C(=O)C2CC2)oc2ccccc12	101	-2.3	0	3	2.1	0.6	6	0	1	2
Cc1ccc(NC(=O)C2CCN(c3ncnc4c3nc3n4CCCCC3)CC2)nc1	93	-2.3	-1	-6	-0.3	0.2	7	-4	4	-2
Cc1c(C(=O)Nc2c(C)n(C)n(-c3ccccc3)c2=O)oc2c(Cl)cccc12	98	-1.6	26	5	0.1	-0.2	5	-1	7	7
Cc1c(Cl)cccc1-c1ccc(CNCc2ccccn2)o1	101	2.2	49	8	0.6	0.2	-5	4	1	1
C#CCOCCOCCOCCNc1nc(N2CCN(C(=O)C(Cc3ccc(O)cc3)n3cc(C(N)C(C)CC)nn3)CC2)nc(N2CCN(C(=O)C(Cc3ccc(O)cc3)n3cc(C(N)C(C)CC)nn3)CC2)n1 (stereo not drawn)	102	0.6	-5	1	-0.1	0.2	1	-1	2	1
Cc1cc(Cl)ccc1NC(=S)NCc1ccco1	101	-2.1	-2	0	-1.4	-0.2	1	-1	6	0
Cn1c(=O)oc2cc(S(=O)(=O)N3CCOCC3)ccc21	103	-0.2	-1	-1	3.8	0.5	2	2	0	-1
CCC(C)(C)NC(=O)c1ccc(Sc2nncn2C)c([N+](=O)[O-])c1	101	1.1	-1	3	-0.2	0.2	-3	2	11	-1
CC(Sc1nnc(-c2ccco2)n1C)C(=O)Nc1ccc(N2CCOCC2)cc1 (stereo not drawn)	101	-1.0	-2	8	-0.6	-0.1	-6	1	-2	2
O=C(NC1CC1)c1nc2c(nnn2Cc2ccccc2Cl)c(=O)[nH]1	93	-0.4	-1	1	0.8	-0.1	0	-6	0	2
O=S1(=O)CC(N2CCC(Cc3ccccc3)CC2)CN1Cc1ccc(F)cc1 (stereo not drawn)	100	x	0	3	-1.4	-0.2	-5	-6	x	-4
Cc1nn2c(N3CCN(C)CC3)cc(C(C)(C)C)nc2c1-c1ccccc1	98	4.2	8	11	-0.3	0.3	-6	0	-6	-3
COc1ccc(CC(=O)NCC(=O)N/N=C/c2c[nH]c3ccccc23)cc1	107	-3.8	-6	-2	-0.7	-0.2	-3	5	-2	3
CC(C)CCn1c(NCCN(C)C)nc2c1c(=O)[nH]c(=O)n2C	108	-1.6	-3	-3	3.5	-0.2	-9	17	-5	2
CCc1c(C)nc2cc(-c3cccc(Br)c3)[nH]n2c1=O	82	-0.3	50	-3	-0.2	0.0	2	-8	0	1
CCN(CC(=O)Nc1c(F)cccc1F)C(=O)CCc1nc2cc(S(=O)(=O)N3CCOCC3)ccc2n1C	92	-2.0	2	-1	0.6	-0.2	7	3	-1	0
O=C1/C(=C/c2ccc(O)cc2)CCc2ccc([N+](=O)[O-])cc21	96	-1.0	0	13	-0.6	0.2	-1	-14	1	1
O=C1CCCC/C=C\C[C@H](CC(=O)N(CCO)Cc2ccccc2)C(=O)NCCO1	94	-2.2	-7	1	-1.6	0.0	-4	8	1	2
Cc1cc(C)nc(N/N=C/C(Cl)=C/c2ccccc2)n1	100	-1.5	2	6	-2.0	0.1	-1	12	-3	-1
CC(C)c1cc(N2CCN(C(=O)c3ccco3)CC2)n2c(nc3ccccc32)c1C#N	97	0.7	4	4	1.8	-0.1	0	52*	10	1

Quoted from the listing:
Cn1c(=O)oc2cc(S(=O)(=O)N3CCOCC3)ccc21 – m5-HT2A agonist = 2
O=C1CCCC/C=C\C[C@H](CC(=O)N(CCO)Cc2ccccc2)C(=O)NCCO1 – MC4R antag cAMP = 1

Later entries:
SMILES	ABCB6 inh 2	MC4R ag barr	Granule exo inh	ABHD5-PLIN5 inh	iPSC survival up	aDG glyco act	m5-HT2A agonist	Cardio protect	MC4R antag cAMP	N-glyco inh
COCCCNC(=O)c1csc([C@@H]2O[C@H](CO)[C@H](O)[C@H](O)[C@H]2O)n1	100	0.5	-4	-1	-1.1	0.1	-2	-3	-5	3
CC1(C)CC(CCN(Cc2ccccc2)C(=O)c2ccco2)(c2ccccc2)CCO1 (stereo not drawn)	94	1.6	-2	-3	1.2	0.7	-6	30	15	-6
CC(NCC(=O)Nc1ccccc1C(=O)NC1CC1)c1cccc(Cl)c1 (stereo not drawn)	99	-1.0	8	3	-0.6	-0.3	6	8	6	-2
NC1=NC2(CCCCC2)N=C(Nc2ccc(F)cc2F)N1	97	-3.0	-1	-6	0.4	0.3	-4	-3	16	-1
CC(C)CCNC(=O)CN(Cc1ccc2c(c1)OCO2)C(=O)Cn1nnc(-c2cccs2)n1	96	-2.5	-3	2	7.8	0.0	-3	5	18	1
Cc1ccc([N+](=O)[O-])cc1S(=O)(=O)Nc1ccc(C(=O)N(C)C)cc1	96	2.5	-1	0	3.8	-0.3	1	-2	26	1
OCC[C@@H]1NCc2cc(CO)cc(-c3ccccc3)c21	92	-1.1	-4	-5	2.1	-0.3	-11	-3	0	-1
CCCC(=O)Nc1ccc2nn(-c3ccc(OC)cc3)nc2c1	100	2.9	4	9	-0.5	0.1	-3	-2	9	-4
O=C1CC(N2CCC(c3nc4ccccc4o3)CC2)C(=O)N1Cc1cccs1 (stereo not drawn)	94	-0.4	-2	4	-0.7	0.2	4	5	-4	-1
CCc1ccc(C(=O)COC(=O)C2=NN(c3ccccc3)C(=O)CC2)cc1	99	1.2	10	0	1.9	-0.2	-3	-1	12	0
CCCc1ncc(C(O)c2cccc(OC)c2OC)n1C (stereo not drawn)	101	-1.2	22	-1	3.9	0.0	1	-1	16	1
COc1ccc(NC(=O)NCCc2c[nH]c3ccccc23)c(OC)c1	95	-1.7	-11	-1	-0.5	0.1	0	2	16	-1
O=C1OCCC1Sc1nnc(-c2ccc(Br)cc2)o1 (stereo not drawn)	98	-1.5	0	3	-0.7	0.0	4	-14	14	-6

Three entries out of the list above, ordered by the value under ABCB6 inh 2, rising:
SMILES	ABCB6 inh 2
CC(C)CCNC(=O)CN(Cc1ccc2c(c1)OCO2)C(=O)Cn1nnc(-c2cccs2)n1	96
NC1=NC2(CCCCC2)N=C(Nc2ccc(F)cc2F)N1	97
CC(NCC(=O)Nc1ccccc1C(=O)NC1CC1)c1cccc(Cl)c1 (stereo not drawn)	99

Hits appear at their usual frequency. Share with any hit: about 4.5%.
